Screening results: PubChem BioAssay, The Scripps Research Institute Molecular Screening Center
LYPLA1 counter – LYPLA1 (human) inhibition in PME1 counter-screen; inhibition, % at 5.9 µM; recombinant LYPLA1, FP-Rh probe fluorescence polarization; 320,000 compounds, 0.16% hits; O75608;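 active means inhibition above the mean of all tested compounds plus 3 SD, set per campaign, cut at about 14% in these data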;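 further: inhibitors block serine hydrolase probe labeling of LYPLA1 so polarization falls; 0% = enzyme with DMSO and 100% = wells lacking LYPLA1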
PAFAH2 FP inh – inhibitors of human PAFAH2. Q99487. recombinant PAFAH2, FP-rhodamine activity probe, fluorescence polarization. inhibition, % at 3.39 µM. 340,000 compounds, 0.99% hits. AID 492956;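 active means inhibition above the mean over all tested compounds plus 3 SD, cut at about 30% in these data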;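 further: inhibitors block probe labeling of enzyme so polarization drops; 0% = enzyme with DMSO and 100% = wells lacking PAFAH2 protein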
pPAFAH FP inh – pPAFAH (human) enzyme inhibition. inhibition, % at 3.39 µM. Q13093. recombinant pPAFAH, FP-rhodamine probe fluorescence polarization. 330,000 compounds, 1.5% hits;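 active means inhibition above the mean inhibition across the screen plus 3 SD, cut at about 25% in these data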;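 further: inhibitors block binding of the rhodamine activity-based probe so polarization drops; 0% = enzyme with DMSO and 100% = wells lacking pPAFAH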
Target sequence (Q13093 whole entry, looked up): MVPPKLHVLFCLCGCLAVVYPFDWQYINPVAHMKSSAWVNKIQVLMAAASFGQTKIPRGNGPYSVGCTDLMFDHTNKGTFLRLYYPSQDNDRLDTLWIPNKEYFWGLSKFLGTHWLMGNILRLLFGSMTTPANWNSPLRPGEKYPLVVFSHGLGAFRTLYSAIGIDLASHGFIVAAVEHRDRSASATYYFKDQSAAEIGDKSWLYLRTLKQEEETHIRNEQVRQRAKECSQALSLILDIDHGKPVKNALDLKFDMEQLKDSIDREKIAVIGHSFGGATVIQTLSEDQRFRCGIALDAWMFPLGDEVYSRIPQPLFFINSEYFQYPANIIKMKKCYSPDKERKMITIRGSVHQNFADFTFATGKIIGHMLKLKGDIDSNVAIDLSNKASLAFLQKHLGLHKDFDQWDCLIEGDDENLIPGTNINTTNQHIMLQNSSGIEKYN
PAFAH1B3 FP inh – inhibitors of human PAFAH1B3; recombinant PAFAH1B3, FP-rhodamine probe, fluorescence polarization; inhibition, % at 3.39 µM; 340,000 compounds, 0.28% hits; Q15102;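 active means inhibition above the screen-wide average of all tested compounds plus 3 SD, cut at about 25% in these data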;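 further: 0% = enzyme with DMSO only and 100% = wells lacking PAFAH1B3 protein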
PREPL inh – inhibitors of human prolyl oligopeptidase-like enzyme PREPL | Q4J6C6 | recombinant PREPL, fluorescence polarization activity-based probe | inhibition, % at 5.96 µM | 320,000 compounds, 0.68% hits; in the data active means inhibition above about 43%;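 further: 0% = enzyme with DMSO and 100% = wells lacking enzyme; many of its hits are not listed in these tables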
PAFAH1B2 FP inh – blocks human PAF acetylhydrolase 1b catalytic subunit 2; 340,000 compounds, 1.2% hits; AID 492953; recombinant PAFAH1B2, FP-rhodamine activity probe, fluorescence polarization; inhibition, % at 3.39 µM;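 active means inhibition above the mean of all tested compounds plus 3 SD, cut at about 24% in these data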;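 further: 0% = enzyme with DMSO and 100% = wells lacking PAFAH1B2; many of its hits are not listed in these tables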
Target sequence (P68402 whole entry, looked up): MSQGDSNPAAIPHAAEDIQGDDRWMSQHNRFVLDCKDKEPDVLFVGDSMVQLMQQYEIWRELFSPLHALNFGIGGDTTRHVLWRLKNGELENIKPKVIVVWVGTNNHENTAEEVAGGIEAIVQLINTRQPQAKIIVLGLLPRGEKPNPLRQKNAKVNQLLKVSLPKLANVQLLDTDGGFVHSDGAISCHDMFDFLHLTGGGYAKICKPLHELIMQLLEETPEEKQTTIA
EBNA-1 inhibitor – blocks EBNA-1 binding to DNA | EBNA-1 DNA binding, fluorescence polarization | inhibition, % at 14.8 µM | 300,000 compounds, 0.34% hits; in the data active means inhibition above about 28%
LYPLA2 counter – counter-screen for PME1 inhibitors: inhibitors of human LYPLA2. recombinant LYPLA2, FP-Rh probe fluorescence polarization. 320,000 compounds, 0.38% hits. AID 2177. O95372. inhibition, % at 5.9 µM;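 active means inhibition above the screen-wide mean plus 3 SD, limit set per campaign, cut at about 26% in these data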;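 further: 0% = LYPLA2 with DMSO and 100% = wells lacking LYPLA2 enzyme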
Target sequence (O95372 whole entry, looked up): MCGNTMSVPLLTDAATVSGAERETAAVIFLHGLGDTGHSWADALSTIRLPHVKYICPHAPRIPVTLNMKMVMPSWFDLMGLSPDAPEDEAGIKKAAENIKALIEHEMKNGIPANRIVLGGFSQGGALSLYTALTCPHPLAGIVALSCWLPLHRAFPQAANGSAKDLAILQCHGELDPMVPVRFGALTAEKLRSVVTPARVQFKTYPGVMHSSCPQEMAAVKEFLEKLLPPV
ZTA counter – ZTA (EBV) inhibition in EBNA-1 counter-screen | P03206 | ZTA-DNA binding, fluorescence polarization | inhibition, % at 11 µM | 320,000 compounds, 0.15% hits | AID 2234; in the data active means inhibition above about 33%
* marks the source's active call; other numbers are inactive results; · = no result given.

The line under a structure holds: LYPLA1 counter	PAFAH2 FP inh	pPAFAH FP inh	PAFAH1B3 FP inh	PREPL inh	PAFAH1B2 FP inh	EBNA-1 inhibitor	LYPLA2 counter	ZTA counter
COc1ccc(CN2CCNC(=O)C2CC(=O)NCC(C)(C)N2CCOCC2)cc1C (configuration not stated)
  2	0	2	7	8	4	-2	0	4
Cc1c(Cl)cccc1NC(=O)NCc1ccncc1
  -2	-1	-2	7	-10	2	12	-5	6
COC(=O)C1=C(N)Oc2cc(C)n(Cc3cccnc3)c(=O)c2C1c1ccc(OC)c(OC)c1OC (configuration not stated)
  3	-8	1	11	-1	7	6	2	2
CCN1C(=O)/C(=C2/Sc3ccccc3N2CC)S/C1=N\c1ncn[nH]1
  10	6	20	15	48*	2	-1	3	11
CCN(CC)C(=O)N1CCN(C(=O)N(CC)CC)CC1
  -1	-4	0	-4	5	-2	6	14	12
CCC(C)(C)C1CCC2(CC1)NC(CO)(CO)CO2 (configuration not stated)
  0	3	4	5	-6	5	-1	6	-11
COc1ccc(/C=C/C(=O)OCC(=O)NCCC2=CCCCC2)cc1
  -1	65*	10	11	4	4	-13	5	-1
COC(C(=O)NNC(=O)Cc1ccc(Cl)cc1)c1ccccc1 (configuration not stated)
  1	1	2	-1	14	4	2	1	-20
CCOC(=O)C1(Cc2ccccc2C)CCCN(C(=O)c2ccc(CSC)o2)C1 (configuration not stated)
  0	-1	5	6	3	1	-1	-1	3
Cc1ccccc1S(=O)(=O)N(CC(O)CN1C(=O)NC(C)(C)C1=O)c1ccccc1 (configuration not stated)
  3	1	1	3	-4	7	1	5	1
COc1ccc(CCN2CC(C(=O)O)CC2=O)cc1 (configuration not stated)
  -2	2	0	1	-4	0	8	6	17
Nc1c(Cl)cc(-c2cn(CCC(=O)O)c(-c3ccc(Cl)nc3)n2)cc1Cl
  -2	5	0	7	-4	0	-2	-6	1
O=C(Nc1ccccc1)N1CCCC1c1cccs1 (configuration not stated)
  2	-2	0	1	7	9	12	4	13
O=C(CCCCCNC(=O)N1CCn2c1nc1ccccc12)NCc1ccccc1Cl
  -1	-3	3	6	6	-1	-1	2	-3
Cc1ccc(CC(=O)Nc2ccc(F)c([N+](=O)[O-])c2)cc1
  -2	2	-3	8	17	10	-2	3	-23

(continued)
The line under a structure holds: LYPLA1 counter	PAFAH2 FP inh	pPAFAH FP inh	PAFAH1B3 FP inh	PREPL inh	PAFAH1B2 FP inh	EBNA-1 inhibitor	LYPLA2 counter	ZTA counter
CCOC1(OCC)N=C(N)C2(C#N)C(c3cccc(OC)c3OC)C12C#N (configuration not stated)
  -1	-3	5	6	1	3	3	-1	-2
Cc1ccc(NC2CCCN(C(=O)CCC3(C)CC3)C2)cc1C (configuration not stated)
  -3	0	4	11	43	7	4	0	4
CCC(=O)c1ccc(OCC(O)CN2C(=O)NC(C)(C)C2=O)cc1 (configuration not stated)
  1	0	3	1	-2	-2	3	-1	1
COc1ccccc1NC(=O)Nc1ccc(Cc2ccncc2)cc1
  -2	-5	6	4	5	5	1	9	2
COc1cc(NS(=O)(=O)c2ccc(OC)c(C)c2C)c(OC)cc1Cl
  -2	9	1	6	12	5	-3	5	-18
Cc1cc(=O)oc2cc(OCCSCCN3CCOCC3)ccc12
  2	0	0	12	0	9	-7	0	1
C[C@@]12C(=O)N(CCO)CC(=O)N1[C@H](/C=C/c1ccccc1)[C@@H]1C(=O)N(c3ccccc3)C(=O)[C@@H]12
  2	2	5	5	-7	5	5	1	18
Cc1cccnc1N(C(=O)Nc1ccccc1)C1=NCC(C)(C)S1
  -2	5	3	0	1	6	7	4	14
CN(C)CCCNC(=O)/C(=N\O)c1ccccc1
  -1	5	3	3	3	5	9	-3	6
CC1C/C(=C/c2ccco2)C(=O)/C(=C/c2ccco2)C1 (configuration not stated)
  -6	·	48*	·	3	·	5	0	16
COc1ccc(NC(=O)CN2CCOCC2)cc1
  -3	-8	6	4	-1	0	-4	-3	0
Cc1ccc(S(=O)(=O)Nc2cccc3c2O[C@H](CN(C)C(=O)Nc2cccc4ccccc24)[C@H](C)CN([C@H](C)CO)C3=O)cc1
  ·	5	-1	7	1	6	·	·	·
CC[C@]12c3[nH]c4cc(-c5ccco5)ccc4c3CCN1C(=O)[C@@H](CC(=O)NCCc1ccccn1)C[C@@H]2C(=O)N1CCN(C(=O)C2CC2)CC1
  ·	-1	6	7	·	-4	·	·	·
CO/N=C/C(=N\Nc1ccccc1)C(=O)c1ccccc1
  -3	-4	4	8	-5	1	0	-6	5
CN(C/C=C/C#CC(C)(C)C)Cc1cccc2ccccc12
  2	4	3	-2	-2	-4	6	1	4

(more compounds)
The line under a structure holds: LYPLA1 counter	PAFAH2 FP inh	pPAFAH FP inh	PAFAH1B3 FP inh	PREPL inh	PAFAH1B2 FP inh	EBNA-1 inhibitor	LYPLA2 counter	ZTA counter
CCOC(=O)c1cn2cccnc2n1
  -2	2	0	-3	-1	2	6	2	-5
Cc1cc(C)n2nc(SC(C)C(=O)N(C)C3CCCCC3)nc2n1 (configuration not stated)
  ·	0	3	10	18	9	·	·	·
C=CCN1C(=NC(=O)CC)SC2CS(=O)(=O)CC21 (configuration not stated)
  4	-1	-6	-4	18	3	-17	-4	-15
O=C(NCCCn1ccnc1)C(=O)NCC1OCCN1S(=O)(=O)c1ccc2c(c1)OCCO2 (configuration not stated)
  -3	3	7	8	14	1	5	6	8
Cc1cc(NC(=O)C2C3C(=O)N(Cc4ccc(Cl)cc4)C(C(=O)NC(C)(C)C)C34C=CC2(C)O4)no1 (configuration not stated)
  -6	5	1	5	5	1	6	-3	21
COC(=O)CCn1c(C)cc(C(=O)COc2ccccc2C(N)=O)c1C
  4	-8	-1	3	-5	1	-10	5	-6
O=C(c1ccco1)N1CCN(c2nc3ccsc3c(=O)s2)CC1
  0	6	5	10	5	11	-13	0	10
COc1cc(/C=C2\SC(N)=NC2=O)ccc1OCC(=O)Nc1ccccc1C
  -5	0	7	-2	3	-2	·	-8	3
CS(=O)(=O)N(CC(=O)NCc1ccc(Cl)cc1)C1CCCCC1
  -2	6	-2	10	-2	24	6	0	2
CCOC(=O)c1cn(CC)c2ccc(S(=O)(=O)N3CC(C)CC(C)C3)cc2c1=O (configuration not stated)
  0	10	2	-1	6	3	-2	4	0
O=C(COC(=O)c1cccnc1Cl)NC1CCCCCC1
  ·	73*	8	7	12	5	·	·	·
CSc1ccccc1NC(=O)CN(C)CC(=O)Nc1ccc(S(=O)(=O)N2CCCC2)cc1
  ·	4	4	9	11	8	·	·	·
O=C(NCc1ccccn1)c1ccc(Cn2cc(C(F)(F)F)ccc2=O)cc1
  3	1	-1	2	2	1	2	0	1
CS(=O)(=O)Nc1ccc(C(=O)NC2CC3CCC2C3)cc1 (configuration not stated)
  0	3	0	7	1	0	-3	0	-19
CN(C)NC(=O)c1cccc(Cl)c1
  2	·	1	·	-1	·	-9	0	-7

One compound at a time, as listed above. Values in the order: LYPLA1 counter, PAFAH2 FP inh, pPAFAH FP inh, PAFAH1B3 FP inh, PREPL inh, PAFAH1B2 FP inh, EBNA-1 inhibitor, LYPLA2 counter, ZTA counter
`O=C(c1ccco1)N1CCN(c2nc3ccsc3c(=O)s2)CC1` in the list: 0, 6, 5, 10, 5, 11, -13, 0, 10
`COC(=O)CCn1c(C)cc(C(=O)COc2ccccc2C(N)=O)c1C` in the list: 4, -8, -1, 3, -5, 1, -10, 5, -6

Next structures.
The line under a structure holds: LYPLA1 counter	PAFAH2 FP inh	pPAFAH FP inh	PAFAH1B3 FP inh	PREPL inh	PAFAH1B2 FP inh	EBNA-1 inhibitor	LYPLA2 counter	ZTA counter
CCCc1ccc(OCc2ccccc2)c2c(=O)cc(C(=O)OCC)oc12
  -1	0	-2	9	13	1	-12	-4	2
CCCNC(=S)N1CCC(C(=O)c2ccc(F)cc2)CC1
  -4	-4	4	6	-11	5	-5	0	0
CCN(CC(=O)NC1CCCC1)S(=O)(=O)c1ccc(C)cc1
  1	2	8	7	-4	-1	8	-3	9
N#CCC(CNc1ncc(C(F)(F)F)cc1Cl)OC(=O)c1c(F)cccc1F (configuration not stated)
  -4	-2	10	10	20	3	1	-6	0
O=C(NCCCN1CCOCC1)c1cc(-c2ccc3c(c2)OCO3)nc2ccccc12
  -4	0	-5	7	-5	-6	-4	-3	-11
NC(=O)CC(NC(=O)Cc1ccc(Cl)cc1)c1ccc(NCC2CC2)c([N+](=O)[O-])c1 (configuration not stated)
  0	1	2	19	3	4	-4	3	9
C=CC[C@H](CC(=O)N(CCO)Cc1ccccc1)C(=O)NC[C@@H](OC(=O)[C@@H](CC=C)Cc1ccc(F)cc1)c1ccccc1
  ·	0	5	6	14	4	·	·	·
CCc1ccccc1NC(=O)C1CCCN1S(=O)(=O)c1ccc2c(c1)n(C)c(=O)c(=O)n2C (configuration not stated)
  0	-3	0	7	0	0	3	-3	10
CCCCCCC(=O)c1c(C)[nH]c(C(=O)OCC)c1C
  -4	-12	6	0	8	1	-14	7	-9
COc1cc(CC(=O)Nc2sccc2C(N)=O)cc(OC)c1OC
  -2	-5	5	4	1	6	-6	-1	-12
COc1cc(CNc2ccc3[nH]c(=O)[nH]c3c2)ccc1OCc1ccc(Cl)cc1
  -2	-3	6	1	28	2	-2	8	-6
CCCCNC(=S)N/N=C1\C(=O)c2cccc3cccc1c23
  -2	6	4	7	4	4	4	5	-35
CC1CCCCN1Cc1c(O)ccc2c(=O)c(-c3nc4ccccc4s3)c(N)oc12 (configuration not stated)
  -2	18	17	-2	51*	12	-10	1	-8
O=C(Nc1cccc(C(F)(F)F)c1)c1ccc2nc(-c3ccco3)c(-c3ccco3)nc2c1
  -14	31*	70*	29*	29	15	68*	-11	-21
CCCCNC(=O)COC(=O)c1cc(Br)ccc1Cl
  1	16	3	6	1	4	-1	-7	-10
CCOc1ccc(OCCC(=O)OCC(=O)Nc2ccc3c(c2)OCO3)cc1
  -1	-7	22	-1	1	0	-6	3	-3
O=S(=O)(/N=C(/Nc1cccc2ccccc12)c1ccccc1)c1ccc(F)cc1
  -4	6	7	2	-7	6	-10	-4	-9
CN(C)C(=O)c1cc(-c2ccccc2)no1
  2	3	2	8	10	-5	-9	-2	0

The list is partial; count on the stated rates, not on these rows.
